# Assay outcomes as filed in PubChem BioAssay.
# NadD inh – NadD (S. aureus) enzyme inhibition; purified NadD enzyme, colorimetric absorbance read-out; inhibition, % at 20 µM; hit rate 0.78% among 360,000; AID 602399; in the data active = inhibition above about 26%; note: some compounds past the cut are filed as inactive
# STEP block – STEP (human) phosphatase inhibition. P54829. hit rate 0.25% among 360,000. recombinant STEP, OMFP fluorogenic substrate, fluorescence. inhibition, % at 20 µM;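 active = inhibition at 20 µM, scaled per plate between control wells, above about 37%, limit read from the data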;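 note: 0% = DMSO with enzyme and substrate and 100% = substrate only without enzyme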
#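 Material: STEP (striatal-enriched tyrosine phosphatase) enzyme, cell-free | Medium: 50 mM Bis-Tris pH 6.0 with 2.5 mM DTT and 0.005% Tween 20 | Read-out: Percent inhibition scaled to no-enzyme and uninhibited-enzyme controls, plate-pattern corrected | Signal: Fluorescence read at 480 nm ex / 540 nm em | Times: 20 min reaction, room temperature, in the dark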
# NRP1-CendR mod – NRP-1/CendR interaction modulation; FAM-RPARPAR peptide binding to NRP-1, fluorescence polarization; inhibition, % at 25 µM; hit rate 0.85% among 360,000; AID 602438;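 active = inhibition or corrected inhibition above about 18%, plus a signal ratio from 0.5 to 1.5, limit read from the data, passing the limit was not always enough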; note: strong numbers were not always called active
# DNMT1 inh – DNMT1 (human) enzyme inhibition. DNMT1 molecular beacon, Hinp1I cleavage, fluorescence. P26358. hit rate 0.83% among 360,000. inhibition (reported as % activation of signal), % at 10 µM; in the data active = inhibition above about 50%
# SKN-1 block – blocks SKN-1 activity in C. elegans; C. elegans VP596 Pgst-4::GFP/RFP ratio, acrylamide-induced, 24 h; inhibition, % at 21.8 µM; hit rate 0.49% among 360,000; AID 624304;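 active = interference check ratio from 0.5 to 1.5 plus GFP to RFP signal ratio inhibition reaching or exceeding a fixed threshold, cut at about 30% in these data, passing the limit was not always enough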; note: some compounds called inactive have numbers as strong as hits
# MT1-MMP act inh – MT1-MMP (human) activation inhibition. GFP/RFP ratio change, % at 20 µM. hit rate 0.061% among 360,000. HT1080 RFP-PRO-GFP cells, GFP/RFP ratio fluorescence, overnight; percent of plate control window, DMSO zero. P50281;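 active = GFP/RFP ratio change of at least 30% with cell ATP level not reduced by more than half and red fluorescence within 50% of control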; note: strong numbers were not always called active
#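 Material: RFP-PRO-GFP reporter HT1080 cells. Dosing: single-point 20 µM compound, 1% DMSO. Controls: DMSO and RFP-L50D-GFP cell wells. Timing: cells overnight before dosing, compound overnight, 37 °C, 5% CO2. Measure: GFP/RFP fluorescence ratio.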
# Rpn11 block – blocks the human proteasome subunit Rpn11; O00487; human 26S proteasome, Ub4-pepOG fluorescence polarization; 20S core pre-blocked with epoxomicin; calls only at 20 µM; hit rate 0.59% among 360,000; AID 588493;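 active = inhibition at 20 µM, scaled to each plate's controls, above about 33%, limit read from the data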
# Target sequence (O00487 whole entry, looked up): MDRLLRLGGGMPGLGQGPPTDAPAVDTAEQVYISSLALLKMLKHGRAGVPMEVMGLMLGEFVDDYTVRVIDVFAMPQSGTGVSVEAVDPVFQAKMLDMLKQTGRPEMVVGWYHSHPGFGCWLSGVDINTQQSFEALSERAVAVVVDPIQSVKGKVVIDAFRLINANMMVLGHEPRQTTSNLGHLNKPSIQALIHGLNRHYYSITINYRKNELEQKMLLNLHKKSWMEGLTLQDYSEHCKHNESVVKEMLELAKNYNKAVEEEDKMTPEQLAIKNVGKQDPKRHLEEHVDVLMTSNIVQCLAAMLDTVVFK
# LMPTP block – LMPTP (human) inhibition; recombinant LMPTP-A, OMFP fluorogenic substrate, fluorescence intensity; AID 651560; inhibition, % at 20 µM; P24666; hit rate 0.22% among 360,000;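 active = compounds that cut the enzyme signal by at least half of the control window in the single-dose screen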;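 note: plate controls were DMSO wells with enzyme plus substrate for no effect and substrate without enzyme for full effect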
# Target sequence (P24666 whole entry, looked up): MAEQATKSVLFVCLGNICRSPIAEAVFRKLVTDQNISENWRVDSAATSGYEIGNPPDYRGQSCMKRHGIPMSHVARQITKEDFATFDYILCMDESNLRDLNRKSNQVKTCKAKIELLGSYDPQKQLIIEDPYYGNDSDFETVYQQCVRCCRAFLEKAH
#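 Assay system: LMPTP-A, protein tyrosine phosphatase of low molecular weight / Medium: pH 6.0 Bis-Tris buffer with DTT and Triton X-100 / Schedule: 50 min enzyme reaction at room temperature, protected from light / Measured by: endpoint fluorescence intensity from OMFP dephosphorylation / Read-out basis: % inhibition relative to no-enzyme and uninhibited control wells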
# SUMO1 PPI mod – modulators of human SUMO1-mediated protein-protein interactions; SUMO1 binding to a labelled peptide, TR-FRET, 1 h; inhibition, % at 20 µM; hit rate 0.33% among 360,000; AID 602429; in the data active = inhibition above about 37%
# Target sequence (P63165 whole entry, looked up): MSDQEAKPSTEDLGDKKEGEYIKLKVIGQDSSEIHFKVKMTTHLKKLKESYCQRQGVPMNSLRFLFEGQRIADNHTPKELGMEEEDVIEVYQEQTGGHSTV
# Scp1 inh – Scp-1 (human) phosphatase inhibition; hit rate 0.88% among 340,000; AID 493091; Q9GZU7; Recombinant Scp1, phosphopeptide, malachite green phosphate absorbance; inhibition, % at 20 µM;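 active = inhibition above about 50% at 20 µM, limit read from the data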;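 note: plate controls were DMSO wells with enzyme for no effect and wells lacking enzyme for full effect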
# Target sequence (Q9GZU7 76-261 limits assumed): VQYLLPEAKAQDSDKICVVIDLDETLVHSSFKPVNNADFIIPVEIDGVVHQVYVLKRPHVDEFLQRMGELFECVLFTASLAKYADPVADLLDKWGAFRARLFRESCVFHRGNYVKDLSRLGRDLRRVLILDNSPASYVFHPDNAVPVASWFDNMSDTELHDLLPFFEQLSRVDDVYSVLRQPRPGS
#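 Material – SCP-1 phosphatase catalytic domain, residues 76-261 · Buffer or medium – Acidic Tris acetate buffer with magnesium and detergent · Also added – Phospho 17-mer peptide substrate · Compound – single 20 µM dose, 1% DMSO · Times – 45 min room-temperature reaction, 5 min colour, 30 min stabiliser · Technique – Phosphate-binding colour reagent, absorbance read at 630 nm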
# The depositor's hits bear a star; i = inactive; . = not tested or not shown.
SMILES,NadD inh,STEP block,NRP1-CendR mod,DNMT1 inh,SKN-1 block,MT1-MMP act inh,Rpn11 block,LMPTP block,SUMO1 PPI mod,Scp1 inh
CCCCCCn1c(SCC(=O)NC2CCS(=O)(=O)C2)nc2ccccc2c1=O (stereo not drawn),2,-1,11,2,22,1,i,-0.3,-1,.
N#Cc1ccc(OCC(=O)OCC(=O)Nc2cc(C(F)(F)F)ccc2N2CCOCC2)cc1,0,-4,20,-3,-5,-3,i,0.2,-2,-13
O=C(CNC(=O)c1ccc(Cl)cc1)c1ccc(Br)cc1,-6,-1,-14,0,-1,2,i,0.7,1,-13
COc1cccc(NC(=S)N2CCN(C)CC2)c1,-2,1,12,1,-11,-1,i,-0.7,4,-3
CCOC(=O)CNS(=O)(=O)c1ccc2c3c(cccc13)C(=O)N2CC,-6,-4,6,-4,-8,5,i,-1.6,-19,-2
CC(=O)CSc1cc(-c2ccccc2)nc2ncnn12,0,1,4,0,-2,-2,i,-2.6,2,-15
CCCNc1c(NS(=O)(=O)c2ccc(C)cc2C)c(=O)oc2ccccc12,0,1,-5,-1,15,2,i,0.3,5,-13
C/C(=N\NC(=O)c1ccn(C)n1)c1cccc(NC(=O)c2ccncc2)c1,1,-1,14,3,-15,0,i,0.7,-3,4
Cc1ccc(N2C(=O)N(CC(=O)Nc3ccc(C)cc3Cl)C(=O)C2C)cc1 (stereo not drawn),0,8,5,3,13,1,i,0.0,7,-9
Cc1csc(NC(=O)c2ccc(N3CCCC3=O)cc2)n1,1,-1,0,-5,2,2,i,0.2,-1,2
Cc1cc(C)c(NC(=O)CN2CCOCCOCCOCCOCC2)c(C)c1,-2,0,24,-1,-2,-3,i,-0.7,1,-4
CCC(=O)c1ccc(OCC(=O)OCC(=O)N2CCCc3ccccc32)cc1,-5,-1,-10,-1,-14,5,i,-0.6,7,-9
COc1cc(OC)cc(C(=O)Nc2ccc(C(=O)NCC3CCCO3)cc2)c1 (stereo not drawn),-2,-2,1,-2,-8,4,i,0.0,6,-6
Cc1occc1C(=O)NNC(=O)C1CCCC1,-5,-1,2,0,-4,0,i,-0.9,1,-12
COc1ccc(C(CCN)c2ccc3c(c2)OCO3)cc1 (stereo not drawn),-3,2,-3,19,-17,-1,i,1.4,5,-4
CC1CCN(C(=O)N[C@@H](Cc2ccccc2)C(=O)O)CC1,5,-2,20*,0,-5,3,i,-1.7,-2,-6
Cc1cc(C)c(OCC(=O)Nc2nnc(C3CC3)s2)c(C)c1,3,0,-9,1,-21,-5,i,-0.8,0,-6
Cn1c(SCC(N)=O)nnc1-c1ccc(S(=O)(=O)N2CCCC2)cc1,-5,1,14,0,3,-2,i,-0.3,-2,-3
CCC(C)(C)n1nnnc1C(C(C)C)N(CCCO)Cc1cc2cc(C)ccc2[nH]c1=O (stereo not drawn),2,-2,17,-2,44*,-5,i,-1.6,-1,-7
COC(=O)c1ccc(CO/N=C2\CCCc3nonc32)cc1,-10,0,-3,-3,-6,-1,i,0.6,-1,-7
CC(=O)NC1(NC(C)=O)CCN(C)CC1,-1,0,10,0,-6,-1,i,0.5,-2,0
CCCCn1c(N)c(N(CC(C)C)C(=O)c2cnccn2)c(=O)[nH]c1=O,9,2,8,1,12,1,i,0.6,3,1
COc1cccc(NC(=O)CSc2nnc(C3CCCCC3)n2N)c1,-2,1,-3,-7,-8,4,i,-0.8,6,-6
OCCC1CN(Cc2ccc(F)cc2Cl)CCN1CCc1ccccc1 (stereo not drawn),-7,3,-11,3,0,1,i,-0.6,-1,-5
CCN(CC)S(=O)(=O)c1cccc(NC(=O)CN2C(=O)NC3(CCC(C)CC3)C2=O)c1 (stereo not drawn),1,-2,-1,-1,9,10,i,0.2,-4,-6
COc1ccc(/C=C(/Sc2nnc(-c3ccc(Cl)cc3)o2)C(=O)O)cc1,1,-4,12,-2,7,1,i,0.3,-4,-11
C=CCN=C(NC#N)SCC(=O)NCc1ccccc1,5,1,-41,-4,-1,-26,i,-2.1,-5,-6
CO/N=C\Cc1oc(=O)c(NC(=O)c2ccccc2)cc1C(=O)OC,5,-3,-4,-4,-13,-24,i,-1.2,-6,-14
CCCn1c(SCC(=O)Nc2ccc(S(=O)(=O)N3CCOCC3)cc2)n[nH]c1=O,0,-1,-4,5,17,2,i,-3.7,0,.
CCCn1c(NC(=O)c2cccc(S(=O)(=O)N3CCCC3)c2)nc2ccccc21,6,6,-9,-5,-22,-16,i,4.0,4,-8
CN(C)S(=O)(=O)N1CCC(Oc2ccc(C(=O)NCCc3cscn3)cc2)CC1,-8,-2,-3,-2,3,-1,i,0.3,0,-15
O=C(CSc1nnc(NC(=O)C2CC2)s1)Nc1ccc(F)cc1,-4,3,-14,-1,-20,2,i,-0.9,0,2
C=CCn1c(COc2ccc(Cl)cc2)nnc1SCc1ccc(C#N)cc1,4,0,13,-6,13,-2,i,0.2,0,-7
Cc1ccc(S(=O)(=O)N2CCCCCC2)cc1C(=O)Nc1cccnc1,1,-1,-1,-2,4,0,i,0.1,4,-5
COc1ccc(C2C(C(N)=O)=C(C)Nc3nc(-c4cccc(Cl)c4)nn32)cc1OC (stereo not drawn),6,1,11,-3,3,8,i,0.0,0,-15
CS(=O)(=O)Nc1ccccc1N=C(c1ccccc1)c1ccccc1,3,4,-6,0,10,3,i,0.4,4,-6
CCN(CC)S(=O)(=O)c1ccc2c(c1)nc(SCC(=O)N(C)C1CCS(=O)(=O)C1)n2CC (stereo not drawn),3,0,3,-5,-2,0,i,-1.4,6,-1
COC(=O)c1ccccc1NC(=O)CCCn1nc([N+](=O)[O-])cc1C,-3,0,-16,-2,16,-2,i,-0.1,-5,-13
COc1ccc(Oc2nc(-c3ccccc3)ncc2C(=O)O)cc1,0,0,1,3,-13,4,i,-1.1,-1,-4
Fc1cccc(CN(C2=NCCN2)c2c(Cl)cccc2Cl)c1,-3,-4,3,6,-2,-3,i,-1.4,-2,-6
COC(=O)c1ccc(COc2ncnc3ccccc23)o1,-4,-1,-3,0,-2,4,i,-1.6,4,2
COc1ccc(C2=NOC(C(=O)NCc3ccccc3)C2)cc1 (stereo not drawn),-2,-2,11,0,1,7,i,-0.5,0,3
O=C(Nn1c(SCc2ccccc2F)nc2ccsc2c1=O)c1ccccc1,9,2,-1,-2,0,-2,i,3.9,20,-12
C[C@H]1COc2cc(N3CCSCC3)ccc2S(=O)(=O)N1,-4,.,19,.,7,5,.,-0.8,2,.
Cc1cc(C)n(CC(=O)c2cccc(N)c2)n1,-1,-2,10,1,-4,0,i,-0.3,-3,-7
COCCCNC(=O)C(F)(F)C(F)(F)C(=O)NCCCOC,0,-2,-6,3,3,-1,i,0.4,1,-4
CCOC(=O)CNC(=O)C1c2cc(OC)c(OC)cc2C(=O)N(C)C1c1ccccc1F (stereo not drawn),-5,1,1,-8,16,2,i,-1.5,-3,-4
Cc1ccc2nc(-c3ccc(NC(=O)C(C)N4C(=O)c5ccccc5C4=O)cc3)sc2c1 (stereo not drawn),11,-2,-21,-10,8,1,i,2.3,-3,-7
CC(C)Oc1ccc(CNC(=O)CCC(=O)N2CCSc3ccccc32)cc1,-7,-2,-2,0,-12,4,i,-1.1,2,-19
CCOC(=O)c1c(NC(=O)c2ccccc2C)sc2c1CC(C)(C)OC2,2,9,-6,-7,7,-2,i,3.0,1,-17
Cc1nc(C(=O)N2CCCC(C(=O)c3ccc(Cl)cc3)C2)cs1 (stereo not drawn),-12,-1,-10,1,-6,0,i,-1.7,0,-24
CCCCNC(=O)/C=C/c1ccc(OC)c(Br)c1,5,2,-2,-1,5,8,i,0.1,-12,-4
COc1ccc(C(CNC(=O)c2cccc(S(=O)(=O)Nc3ccccc3OC)c2)N2CCCCC2)cc1 (stereo not drawn),-5,0,2,16,2,-2,i,1.0,-2,-2
COC(=O)c1ccc(C(=O)OC)c(NC(=S)N2CCC(N3CCCCC3)CC2)c1,-9,6,-11,-2,-8,-2,i,-1.0,-2,-3
